H9c2 protect: cardioprotection against H2O2-induced cell death, primary screen, uHTS, H9c2 cells, ATPLite luminescence | H9c2 cardiomyocytes, H2O2 injury protection, 2 h | protection from H2O2 cell death, % at 20 µM | hit rate 0.63% among 360,000 | AID 588492, 2011;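 active = compounds giving at least 50% protection of heart cells from peroxide-induced death in the single-dose screen, raw or plate-pattern-corrected value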;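 note: 0% = DMSO wells with peroxide and 100% = DMSO wells without peroxide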
Shn3 inh set2: reduction of Shn3 3'UTR firefly luciferase signal, primary screen, Schnurri-3 inhibitor project, cell-based, Clone20 osteoblasts, set 2; hit rate 0.52% among 360,000; inhibition, % at 12.5 µM; AID 588674, 2011; Clone20 osteoblast Shn3 3'UTR firefly luciferase, 24 h;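 active = mean inhibition of at least 75% with every replicate also reaching 75%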;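 note: 0% = median of neutral control wells and 100% = pilot-screen positive control compound; some compounds past the cut are filed as inactive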
NR2E3 ag-1: NR2E3 agonists in two-hybrid cells, primary screen, cell-based, luminescence, CHO-S, Gal4-NCOR/VP16-NR2E3; AID 602229, 2012; hit rate 0.35% among 360,000; Photoreceptor-specific nuclear receptor (Homo sapiens), Q9Y5X4; inhibition of corepressor binding, % at 3.98 µM; luciferase;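 active = inhibition above the mean of all tested compounds plus 3 SD, cut at about 70% in these data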;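 note: 0% = DMSO with NR2E3 transfected cells and 100% = cells lacking NR2E3 construct; higher means lower luciferase signal from less NR2E3 corepressor binding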
hiPSC survival: enhancers of single-cell hiPSC survival, primary screen, ATPlite luminescence | 100% = ROCK inhibitor wells, 0% = DMSO | survival enhancement, % at 20 µM | hit rate 0.044% among 360,000 | AID 602274, 2012; in the data active = survival enhancement above about 18%;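 note: cells exposed to compounds for 16 hours before the ATP read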
HIF-2a block: HIF-2a reporter inhibitors, primary screen, luminescence, 786-0 RCC cells; 786-0 RCC cells HIF-2a reporter, luciferase luminescence, overnight; inhibition, % at 18.8 µM; hit rate 0.72% among 360,000; AID 624352, 2012;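 active = inhibition of the luminescence signal of 40% or more relative to plate controls, in a single-dose primary screen at 18.75 µM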
CaV13 ICDI inh: Primary screen for inhibitors of IQ motif and Ca2+-dependent inactivation inhibitor domain binding in CACNA1D, Förster resonance energy transfer in living cells, …; HEK cells, CFP/YFP FRET ICDI-IQ, plate reader, 10 min; percent FRET-ratio fall versus neutral wells; inhibition, % at 12.3 µM; hit rate 0.098% among 340,000; AID 743397;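 active = mean replicate inhibition of at least 30% and at least 1% of replicates passing that level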;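 note: 0% = median of the neutral control wells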
Peg3 prom inh: Peg3 promoter-driven luciferase inhibitors, primary screen, cell-based, HeLa, luciferase luminescence; HeLa PEG-Prom luciferase reporter, overnight; inhibition, % at 20 µM; hit rate 1.7% among 360,000; AID 588405, 2011;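 active = inhibition of at least 50% at 20 µM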
PDI turbidity: inhibitors of human PDI, primary screen, biochemical, turbidity, single point, plate reader. Protein disulfide-isomerase (Homo sapiens), P07237. PDI insulin aggregation turbidity, A650, 90 min. inhibition, % at 10 µM. hit rate 0.052% among 350,000;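 active = mean inhibition across replicates of 30% or more, whatever share of single replicates reach that level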;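 note: absorbance from insulin aggregation driven by PDI reduction with DTT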
Target sequence (P07237 whole entry, looked up): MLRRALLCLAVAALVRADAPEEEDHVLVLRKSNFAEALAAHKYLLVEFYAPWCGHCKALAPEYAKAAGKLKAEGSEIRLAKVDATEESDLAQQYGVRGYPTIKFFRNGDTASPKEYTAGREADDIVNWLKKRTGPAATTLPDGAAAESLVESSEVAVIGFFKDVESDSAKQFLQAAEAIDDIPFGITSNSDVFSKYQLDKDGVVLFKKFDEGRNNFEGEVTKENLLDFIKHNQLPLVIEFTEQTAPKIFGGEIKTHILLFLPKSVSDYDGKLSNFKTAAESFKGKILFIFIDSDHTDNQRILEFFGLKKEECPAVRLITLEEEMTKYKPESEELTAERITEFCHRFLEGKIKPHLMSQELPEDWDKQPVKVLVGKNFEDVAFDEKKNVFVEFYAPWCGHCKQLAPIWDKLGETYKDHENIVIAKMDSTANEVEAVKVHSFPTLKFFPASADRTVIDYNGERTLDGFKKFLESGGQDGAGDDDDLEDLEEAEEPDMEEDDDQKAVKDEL
TRPM1 prom inh: inhibitors of MITF-dependent TRPM1 promoter reporter, primary screen, cell-based, SK-MEL-5, single point, luciferase. inhibition, % at 12.5 µM. SK-MEL-5 TRPM1 promoter luciferase, 24 h. AID 488899, 2010. hit rate 0.83% among 330,000;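 active = mean inhibition across replicates of 60% or more, whatever share of single replicates reaches that level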; note: values of inactives mirror those of a sister screen read the other way
NR2E3 ag-2: inhibitors of NR2E3-RetCOR corepressor binding, primary screen, NR2E3 agonist project, biochemical, TR-FRET, GST-NR2E3, biotin-RetCOR. Photoreceptor-specific nuclear receptor (Homo sapiens), Q9Y5X4. 1536-well. inhibition of corepressor binding, % at 4.78 µM. hit rate 0.12% among 320,000. AID 2300, 2010;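 active = percent inhibition above the cutoff of mean plus 3 SD of all tested compounds, set per screening campaign, cut at about 20% in these data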;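 note: 0% = DMSO wells and 100% = biotin wells as full block of FRET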
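Material: NR2E3–RetCOR corepressor complex | Quantity: 1.35 nM GST-tagged NR2E3 final | Schedule: 5 h at 4 °C | Replication: Singlicate compound wells | Reagent: RetCOR corepressor, biotinylated, 7 nM | Controls: Biotin wells as high control, 0.6% DMSO wells as low control | Signal: TR-FRET, Eu(K)-anti-GST donor, streptavidin-D2 acceptor, ex 340, em 617/671 nm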
HTR2A ag: mouse Htr2a agonists via beta-arrestin recruitment, primary screen, cell-based, luminescence; 5-hydroxytryptamine receptor 2A (Mus musculus), P35363; CHO-K1 mHTR2A beta-arrestin complementation; percent of 30 µM serotonin response; activation, % at 7.6 µM; hit rate 0.66% among 360,000; AID 624169, 2012;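 active = activation above a run cutoff, the mean activation of all tested compounds plus 3 SD, cut at about 14% in these data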;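 note: 0% = plate median of compound wells and 100% = 30 µM serotonin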
Target sequence (P35363 whole entry, looked up): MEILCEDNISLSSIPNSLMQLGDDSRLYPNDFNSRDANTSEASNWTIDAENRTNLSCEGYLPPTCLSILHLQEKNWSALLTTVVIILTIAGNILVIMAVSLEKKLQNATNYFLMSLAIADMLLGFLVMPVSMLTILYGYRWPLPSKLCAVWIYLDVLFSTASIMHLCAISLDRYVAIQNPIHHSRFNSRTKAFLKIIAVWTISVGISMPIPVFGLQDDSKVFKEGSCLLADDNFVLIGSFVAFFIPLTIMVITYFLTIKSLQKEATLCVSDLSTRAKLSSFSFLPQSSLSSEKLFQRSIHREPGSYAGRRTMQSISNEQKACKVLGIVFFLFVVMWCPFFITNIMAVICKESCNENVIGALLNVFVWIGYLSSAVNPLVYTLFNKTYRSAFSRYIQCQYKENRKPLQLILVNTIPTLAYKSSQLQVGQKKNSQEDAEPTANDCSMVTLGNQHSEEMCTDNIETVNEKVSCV
* marks the source's active call; other numbers are inactive results; / = no result given.

SMILES	H9c2 protect	Shn3 inh set2	NR2E3 ag-1	hiPSC survival	HIF-2a block	CaV13 ICDI inh	Peg3 prom inh	PDI turbidity	TRPM1 prom inh	NR2E3 ag-2	HTR2A ag
Cc1ccc(N(CC(=O)NC2CCCCC2)S(=O)(=O)c2cccs2)cc1	-2	3	-11	-0.4	14	-3	-5	-2	-10	2	7
Cn1c(SCC(=O)N2CCCC2)nc2c(c1=O)SCC2	-2	-23	-5	2.5	16	-5	12	-9	/	/	-1
CCOC(=O)c1nnn(-c2nonc2N)c1CSc1ccccn1	27	10	-5	2.2	26	/	6	1	-12	-3	0
Cc1ccc(S(=O)(=O)NCCC(=O)OCC(=O)Nc2cccc(Cl)c2)cc1	0	-3	8	0.4	6	-5	-3	-3	-9	4	-18
Brc1ccccc1OCCN1CCOCC1	-2	-5	-18	-0.2	18	-20	4	-3	-14	0	-7
COCC(C)n1c(SCC(=O)Nc2c(C)n(C)n(-c3ccccc3)c2=O)nc2ccccc2c1=O (configuration not stated)	5	9	-15	-2.3	13	-5	4	-5	5	/	-3
CCOc1ccccc1NC(=O)/C=C/c1ccccc1[N+](=O)[O-]	-3	-18	-2	-0.1	-83	-5	-67	0	-13	-2	-1
CCn1c2ccccc2c2cc(CN3CCN(S(C)(=O)=O)CC3)ccc21	2	-1	10	2.3	26	-4	29	5	1	-1	-2
Cc1ccc(Cl)cc1NS(=O)(=O)c1ccc2c(c1)NC(=O)C(C)C(=O)N2 (configuration not stated)	12	-2	3	0.8	20	-8	7	/	/	-1	-7
CCOCCN1CCN(c2c3c(nc4cc(-c5ccc(F)cc5)nn24)CCC3)CC1	41	-13	-16	-0.1	-171	/	-69	-1	-21	/	5

The list goes on (4 carried over from the part before).
SMILES	H9c2 protect	Shn3 inh set2	NR2E3 ag-1	hiPSC survival	HIF-2a block	CaV13 ICDI inh	Peg3 prom inh	PDI turbidity	TRPM1 prom inh	NR2E3 ag-2	HTR2A ag
CCOc1ccccc1NC(=O)/C=C/c1ccccc1[N+](=O)[O-]	-3	-18	-2	-0.1	-83	-5	-67	0	-13	-2	-1
CCn1c2ccccc2c2cc(CN3CCN(S(C)(=O)=O)CC3)ccc21	2	-1	10	2.3	26	-4	29	5	1	-1	-2
Cc1ccc(Cl)cc1NS(=O)(=O)c1ccc2c(c1)NC(=O)C(C)C(=O)N2 (configuration not stated)	12	-2	3	0.8	20	-8	7	/	/	-1	-7
CCOCCN1CCN(c2c3c(nc4cc(-c5ccc(F)cc5)nn24)CCC3)CC1	41	-13	-16	-0.1	-171	/	-69	-1	-21	/	5
CN(C(=O)COC(=O)c1cc([N+](=O)[O-])ccc1N1CCCC1)C1CCS(=O)(=O)C1 (configuration not stated)	4	11	-11	0.8	5	-5	5	3	6	0	3
CC(C)CNC(=S)Nc1ccc(Oc2ccccc2)cc1	-16	23	7	-1.4	-102	-3	-34	-1	-18	-4	-6
CC(C)c1ccc(O)c(NC(=O)c2ncn[nH]2)c1	-4	6	-11	1.8	-22	-9	-20	-12	6	-1	0
O=C(/C=C/c1ccc(O)c(O)c1)OC(Cc1ccc(O)c(O)c1)C(=O)O (configuration not stated)	-2	16	-36	-2.1	8	/	5	/	/	1	3
COCc1c(N)c(C)nc(Cl)c1C#N	7	-31	-19	0.9	12	-10	24	-1	11	-31	-1
NC(=O)c1ccccc1NS(=O)(=O)c1ccccc1	1	-3	-7	-2.1	12	-5	12	-4	0	6	-1
CNc1cncc(-c2ccc(C)cc2)n1	-6	-89	-78	-3.2	-182	-5	-221	1	/	/	1
CCCCN(CCCC)C(=O)c1cc2ccccc2c(=O)o1	-24	58	-7	1.4	9	-3	0	-4	5	-1	3
O=C(CN1C(=O)C2CCCCC2C1=O)Nc1ccccc1C(=O)O (configuration not stated)	-5	-5	-25	0.2	4	-13	5	0	3	2	5
COC(=O)CNC(=O)c1ccccc1C	-8	-21	-27	0.0	9	-4	10	-8	2	0	4
CCNC(=S)Nc1ccc(Cl)c(C(F)(F)F)c1	-10	-5	-19	-1.6	0	-16	20	-1	2	-5	-5
Cn1nc(C(F)(F)F)c(/C=N/OC(=O)c2ccccc2)c1SCc1ccccc1Cl	-3	72	65	0.8	-65	-4	53*	1	22	-5	-1
COc1ccccc1C=NNC(=O)c1ccncc1	4	-26	1	2.5	17	-5	1	3	4	/	1
COc1cc(Cl)ccc1OCc1cc(C(=O)NC(C)Cc2cccnc2)no1 (configuration not stated)	3	-26	-72	-0.5	-165	-2	-176	-8	-42	1	2
O=C(Nc1ccc2c(c1)OCO2)C(c1ccc(Cl)cc1)N1CCC2(CC1)OCCO2 (configuration not stated)	1	-4	-9	-0.2	4	-5	2	0	5	-1	1
C/C(CC(=O)NCc1ccc(Cl)cc1)=N\NC(=O)Cc1ccccc1	3	-6	-23	0.1	6	-4	1	-3	-7	-2	-6
CC(CC(=O)Nc1nc2ccccc2[nH]1)n1ccnc1 (configuration not stated)	6	-15	0	-0.2	1	-2	-2	2	10	4	2
CCN(CC)C(=O)C1=C(C)N(Cc2ccccc2)C(=O)C(CC(=O)NCCCN(C)C)C1 (configuration not stated)	12	4	14	-0.6	7	-7	-3	2	/	/	-4
Cc1ccc(Cn2c(C)c(C(=O)NCc3cccc(C(F)(F)F)c3)sc2=O)cc1	-2	19	-9	1.0	-3	-12	0	-3	/	/	0
COc1cccc(C(=O)Nc2ccc(NC(=O)c3cc4ccccc4o3)c(OC)c2)c1	0	4	-24	-0.2	12	-5	24	-9	4	1	-3

A few values from above.
CC(CC(=O)Nc1nc2ccccc2[nH]1)n1ccnc1 (configuration not stated) | H9c2 protect = 6
COc1cccc(C(=O)Nc2ccc(NC(=O)c3cc4ccccc4o3)c(OC)c2)c1 | PDI turbidity = -9
O=C(Nc1ccc2c(c1)OCO2)C(c1ccc(Cl)cc1)N1CCC2(CC1)OCCO2 (configuration not stated) | NR2E3 ag-1 = -9
CCNC(=S)Nc1ccc(Cl)c(C(F)(F)F)c1 | HIF-2a block = 0

Three entries out of the list, ordered by number of heavy atoms, smallest number first.
SMILES	H9c2 protect	Shn3 inh set2	NR2E3 ag-1	hiPSC survival	HIF-2a block	CaV13 ICDI inh	Peg3 prom inh	PDI turbidity	TRPM1 prom inh	NR2E3 ag-2	HTR2A ag
COc1cc(Cl)ccc1OCc1cc(C(=O)NC(C)Cc2cccnc2)no1 (configuration not stated)	3	-26	-72	-0.5	-165	-2	-176	-8	-42	1	2
O=C(Nc1ccc2c(c1)OCO2)C(c1ccc(Cl)cc1)N1CCC2(CC1)OCCO2 (configuration not stated)	1	-4	-9	-0.2	4	-5	2	0	5	-1	1
COc1cccc(C(=O)Nc2ccc(NC(=O)c3cc4ccccc4o3)c(OC)c2)c1	0	4	-24	-0.2	12	-5	24	-9	4	1	-3

Further structures follow:
SMILES	H9c2 protect	Shn3 inh set2	NR2E3 ag-1	hiPSC survival	HIF-2a block	CaV13 ICDI inh	Peg3 prom inh	PDI turbidity	TRPM1 prom inh	NR2E3 ag-2	HTR2A ag
COc1ccc(C(=O)NCCC2=CCCCC2)cc1S(=O)(=O)N1CCOCC1	6	-8	-4	1.0	-9	-5	-49	6	-10	-1	3
C[C@@H](c1ccccc1)N1Cc2ccccc2Oc2cc(Br)ccc2S1(=O)=O	-9	3	-22	0.7	0	-4	45	-10	3	/	-2
Cc1ccc(S(=O)(=O)NCCC(=O)N2CCN(S(=O)(=O)c3ccccc3)CC2)cc1C	2	55	0	0.0	11	-3	13	9	5	0	-2
Cc1ccc(C2C=C(c3ccc4c(c3)OCO4)Nc3ncnn32)cc1 (configuration not stated)	17	6	-2	-2.2	2	-20	9	-4	-9	2	4
O=C(CCN1c2ccccc2Sc2ccccc21)OCC(=O)N1CCN(C(=O)c2ccco2)CC1	-1	-2	23	-3.9	29	-6	2	1	13	-1	-7
O=C(COc1ccc(Br)cc1F)NC1CCN(Cc2ccccc2)CC1	-10	7	-9	3.1	12	/	8	-10	-5	0	-8
O=C(N/N=C/c1cc([N+](=O)[O-])ccc1O)c1cccc2ccccc12	46	69	-13	0.0	8	-6	23	-2	42	-1	-5
O=C(NCc1ccccc1)c1cc(C2CCCN(S(=O)(=O)c3cccc4cccnc34)C2)on1 (configuration not stated)	2	23	11	-3.7	-2	-4	3	-2	/	/	3
O=C1NC2(CCCCC2)Cc2ccccc21	0	11	-10	2.1	-1	-5	-6	2	-3	0	-2
Cc1ccc(N2C(=O)[C@@H]3C(c4ccc(F)cc4)=NO[C@@H]3C2=O)cc1	2	-11	-19	1.8	9	-3	-2	-5	6	-2	5
COc1ccc(-c2cc(C(=O)Nc3ccc(O)cc3)c3ccccc3n2)cc1OC	2	-25	-11	-0.5	-216	-6	-53	-4	-16	1	0
CCCN1Cc2cccc(C(=O)NCCCOC(C)C)c2C1=O	4	11	7	6.9	9	-3	12	7	1	-3	-3
O=C(Nc1ccc(F)cc1)Nc1nnc([C@@H]2C[C@H](O)[C@@H](CO)O2)s1	8	14	-26	-1.4	-41	-5	-9	0	/	/	8
COc1ccc(C2CC(=O)c3cc(OC)ccc3O2)cc1 (configuration not stated)	-2	-29	4	0.7	-186	-7	-68	8	-46	/	-1
COc1ccc(CN(C)C(=O)Cc2ccc(S(=O)(=O)N3CCOCC3)s2)cc1OC	4	4	-15	-1.4	9	-4	8	1	-2	2	-2
COC(=O)c1ccccc1NC(=O)CCS(=O)(=O)c1ccc(Br)s1	1	0	11	1.8	9	/	3	6	-3	1	-2
CCOC(=O)c1sc(NC(=O)C2CC(=O)N(c3ccc4c(c3)OCCO4)C2)nc1C (configuration not stated)	-8	22	13	-0.4	7	-5	12	-3	6	2	-4
Cn1c(SCC(=O)N(Cc2ccccc2)C(C)(C)C)nc2ccccc21	-3	-14	3	-0.3	7	-8	12	-3	6	-1	0
CC1=CC(C)(C)NC(=O)N1c1ccc(C)cc1	-6	2	-24	-0.4	-1	-2	-12	9	2	0	0
COc1ccc(N2CCN(C(=O)CSc3ccccc3N)CC2)cc1	0	-31	-16	-1.3	-64	-7	-12	1	5	0	-2

High-throughput results (PubChem BioAssay)
